Screening results: PubChem BioAssay, several laboratories
ssDAF12 agonist: S. stercoralis DAF-12 nuclear receptor activators, primary screen, cell-based, luminescence, HEK293, GRIP1 co-expression, lit1-tk-luc; Nuclear hormone receptor DAF-12 (Strongyloides stercoralis); HEK293 ssDAF-12/GRIP1 lit1-tk-luc reporter; % of 3 µM dafachronic acid response; activation, % at 6.8 µM; 370,000 compounds, 1% hits;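 active means activation above the mean over all tested compounds plus 3 SD, cut at about 0.9% in these data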;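 further: 0% = DMSO-only wells and 100% = 3 µM delta7-dafachronic acid wells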
SMARCA2 activ: SMARCA2 (BRM) function activators, primary screen, cell-based, luminescence, high throughput. MG213 cells, MMTV-luciferase reporter, dexamethasone, overnight. activation, % at 9.1 µM. 370,000 compounds, 1% hits. AID 652017, 2013; in the data active means activation above about 7.8%;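 further: 0% = vehicle wells and 100% = reference activator wells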
hcDAF12 agonist: H. contortus DAF-12 nuclear receptor activators, primary screen, cell-based, luminescence, HEK293, lit1-tk-luc reporter; HEK293 hcDAF-12 lit1-tk-luc reporter; 0% DMSO, 100% Δ7-dafachronic acid; activation, % at 6.8 µM; 370,000 compounds, 1.4% hits; AID 652067, 2013;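 active means activation above the mean of all tested compounds plus 3 SD, cut at about 5.5% in these data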;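 further: 100% = response to 3 µM Δ7-dafachronic acid high control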
DAX1 inh-1: DAX1 (NR0B1) inhibitors on StAR promoter, primary screen, cell-based, luminescence, SF-1 (NR5A1), full-length DAX-1 | 370,000 compounds, 1.1% hits | AID 652010, 2013 | inhibition, % at 6.8 µM | HEK293T StAR-luciferase reporter, SF-1/DAX-1 repression relief;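 active means inhibition above the mean over all tested compounds plus 3 SD, cut at about 3.6% in these data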;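 further: 0% = DAX-1 cells with DMSO and 100% = cells lacking DAX-1 with DMSO; higher inhibition means more luminescence from relief of DAX-1 repression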
DAX1 inh-2: DAX1 (NR0B1) inhibitors, primary screen, cell-based, HEK293, Gal4-DAX1, luciferase luminescence. Nuclear receptor subfamily 0 group B member 1 (Homo sapiens), P51843. HEK293 Gal4-DAX1 luciferase reporter. inhibition, % at 6.75 µM. 340,000 compounds, 0.99% hits. AID 504766, 2011;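 active means inhibition above the mean over all tested compounds plus 3 SD, cut at about 4.2% in these data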;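 further: 0% = DAX1-transfected cells with DMSO and 100% = empty-vector control cells with DMSO; inhibition shows as a rise in luminescence from relieved DAX1 repression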
Target sequence (P51843 207-470 limits assumed): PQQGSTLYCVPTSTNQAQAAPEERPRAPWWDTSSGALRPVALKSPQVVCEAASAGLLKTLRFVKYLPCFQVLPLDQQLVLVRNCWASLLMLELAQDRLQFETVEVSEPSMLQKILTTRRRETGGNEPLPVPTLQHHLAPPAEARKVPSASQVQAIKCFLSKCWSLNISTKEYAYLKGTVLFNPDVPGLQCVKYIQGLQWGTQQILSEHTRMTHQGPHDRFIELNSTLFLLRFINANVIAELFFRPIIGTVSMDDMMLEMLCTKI
FXN GAA850 act: FXN promoter activators, primary screen, cell-based, luciferase luminescence, HEK293 lucGAA850; activation, % at 6 µM; 360,000 compounds, 0.56% hits; HEK293 lucGAA850 FXN promoter luciferase reporter, 24 h; percent of 10 µM SAHA response;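 active means activation above the average of all compounds screened plus 3 SD, cutoff fixed separately per campaign, cut at about 7.5% in these data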;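 further: 0% = DMSO wells and 100% = 10 µM SAHA wells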
NPR2 activator: human GC-B receptor activators, primary screen, HEK293 GC-B cells, cGMP TR-FRET, EC30 CNP; 0% at EC30 CNP, 100% saturating CNP; activation, % at 10 µM; 370,000 compounds, 0.11% hits; Atrial natriuretic peptide receptor 2 (Homo sapiens), P20594;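 active means activation at 10 µM reaching about 35% in either raw or pattern-adjusted values, limit read from the data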
NPR1 activator: GC-A stimulated cGMP production enhancers – HEK293 GC-A cells, cGMP TR-FRET, EC30 ANP, primary screen | 0% at EC30 ANP, 100% saturating ANP | 370,000 compounds, 0.14% hits | Atrial natriuretic peptide receptor 1 (Homo sapiens), P16066 | AID 1671463, 2021 | activation, % at 10 µM; in the data active means activation above about 40%
hgDAF-12 ag: H. glycines DAF-12 receptor agonists, primary screen, cell-based, luminescence, HEK293, GAL4 fusion, UAS-luciferase; Nuclear hormone receptor DAF-12 (Heterodera glycines), GAL4 fusion; HEK293 GAL4-hgDAF12 UAS-luciferase reporter, agonist luminescence; normalized to butyrate control; activation, % at 6.8 µM; 370,000 compounds, 1.8% hits; AID 687014, 2013;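 active means activation above a cutoff set at the mean of all screened compounds plus 3 SD, cut at about 10% in these data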;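 further: 0% = DMSO wells and 100% = sodium butyrate wells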
ADAM10 inh: human ADAM10 inhibitors, primary screen, biochemical, QFRET, HTS | Disintegrin and metalloproteinase domain-containing protein 10 (Homo sapiens), O14672 | recombinant ADAM10, EDANS/DABCYL FRET peptide cleavage, 3 h | inhibition, % at 7 µM | 370,000 compounds, 0.62% hits | AID 720582, 2013;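 active means inhibition above a per-campaign cutoff equal to the mean of compounds falling between control-based bounds plus 3 SD, cut at about 20% in these data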;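 further: 0% = DMSO wells while the 100% control is not disclosed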
Target sequence (O14672 214-748 limits assumed): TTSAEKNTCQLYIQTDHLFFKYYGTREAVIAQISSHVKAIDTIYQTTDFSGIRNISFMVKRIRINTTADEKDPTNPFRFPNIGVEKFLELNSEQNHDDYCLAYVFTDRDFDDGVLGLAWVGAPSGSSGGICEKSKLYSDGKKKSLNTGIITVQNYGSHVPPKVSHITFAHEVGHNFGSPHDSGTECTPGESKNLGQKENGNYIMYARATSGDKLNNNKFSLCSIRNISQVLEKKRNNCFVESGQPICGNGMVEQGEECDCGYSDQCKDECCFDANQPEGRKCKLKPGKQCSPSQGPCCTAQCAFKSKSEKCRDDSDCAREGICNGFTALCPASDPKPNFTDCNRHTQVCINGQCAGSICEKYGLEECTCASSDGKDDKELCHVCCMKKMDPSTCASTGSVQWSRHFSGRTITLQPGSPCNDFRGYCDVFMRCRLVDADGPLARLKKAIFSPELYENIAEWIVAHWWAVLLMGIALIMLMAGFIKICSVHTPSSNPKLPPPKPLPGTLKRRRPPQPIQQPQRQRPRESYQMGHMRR
HGIII-sPLA2 inh: human group III sPLA2 inhibitors, primary screen, biochemical, QFRET, BODIPY PC-A2 liposome substrate | QFRET BODIPY PC-A2 liposome hydrolysis, fluorescence | 370,000 compounds, 0.56% hits | inhibition, % at 12.2 µM | Group 3 secretory phospholipase A2 (Homo sapiens), Q9NZ20;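 active means inhibition above mean plus 3 SD of compounds lying within the high and low control bounds, cut at about 19% in these data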;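 further: 0% = median of test compound wells and 100% = no enzyme DMSO wells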
* = called active by the depositor; . = not tested or not shown.

SMILES	ssDAF12 agonist	SMARCA2 activ	hcDAF12 agonist	DAX1 inh-1	DAX1 inh-2	FXN GAA850 act	NPR2 activator	NPR1 activator	hgDAF-12 ag	ADAM10 inh	HGIII-sPLA2 inh
C#CCOCCOCCOCCNc1nc(N2CCN(C(=O)[C@H](Cc3ccc(O)cc3)n3cc([C@@H](N)CC(C)C)nn3)CC2)nc(N2CCN(C(=O)[C@H](Cc3cc4ccccc4[nH]3)n3cc([C@@H](N)CC(C)C)nn3)CC2)n1	-0.3	-1	3.6	-0.2	.	.	6	1	3.8	-12	-42
Oc1ccc(Nc2nc(-c3ccccc3F)nc3ccccc23)cc1	-1.3	0	-3.1	-1.3	-0.4	-2.8	11	3	-1.1	10	-13
COCCNC(=O)c1cccc(OC2CCN(Cc3ccc(C(=O)OC)cc3)CC2)c1	0.2	-3	-1.9	-0.1	-0.8	1.6	3	1	-2.9	8	0
COc1ccc(C2SCC(C(=O)O)N2C(C)=O)cc1 (centres undefined)	-2.1	-3	0.2	0.6	0.6	2.1	3	2	1.4	4	6
COc1ccc(N(C(=O)c2cccc(OC)c2OC)C2C=CS(=O)(=O)C2)cc1 (centres undefined)	-1.5	-1	1.8	-0.1	-0.2	-0.5	-12	-27	3.1	6	24*
Cc1ccccc1Nc1nc(N)nc(COC(=O)c2nn(C)c(=O)c3ccccc23)n1	-0.2	5	0.7	0.9	-0.2	1.2	5	2	2.4	-3	-3
CCC(CO)Oc1cc(NCc2cccnc2)c2ncn(C(C)C)c2c1 (centres undefined)	-1.5	0	-1.5	0.2	-0.1	1.6	-1	1	-1.6	-9	7
O=C(Cc1ccccc1)c1nc2ccccc2s1	0.3	-1	2.5	1.4	0.0	6.2	0	-1	3.8	-4	-1
CCc1ccc(C(=O)OCC(=O)NC2CCCC2)cc1	-0.9	0	1.9	0.1	1.1	2.2	6	2	-3.4	-7	1
COc1cccc(NC(=O)C(C)Sc2nnc(C3CC3)n2C2CC2)c1 (centres undefined)	-1.1	-5	-1.1	-0.2	-0.1	-1.8	2	0	-0.6	-4	3
CSc1cc(-c2ccccc2)n(Cc2c(Cl)cccc2Cl)c(=O)c1C#N	-0.8	1	-0.9	-0.6	0.5	1.0	1	-2	1.6	3	1
CCc1ccccc1NC(=O)CN1CCN(C(=O)CNC(=O)c2ccc(N3CCCC3=O)cc2)CC1	-0.6	-5	0.7	1.0	1.6	1.9	-1	-2	-0.9	3	-7
COc1ccc(OC)c(NC(=O)c2cc3c(=O)n4ccccc4nc3n2C)c1	-1.3	-5	-0.8	1.1	0.5	1.5	-1	-1	3.6	-7	6
CC1CCN(C(=O)CSc2nc(=O)n3ccccc3n2)CC1	-1.2	0	-0.5	1.5	0.5	1.8	-2	1	1.3	-10	4
Cc1ccc(-c2cc(C(F)F)nc(N3CCC(C)CC3)n2)cc1	0.0	-2	4.2	0.6	2.1	0.0	-2	-1	-1.8	-1	4
CCCS(=O)(=O)NCc1cn2cccc(C)c2n1	-1.0	5	0.8	0.3	-0.1	1.2	.	.	-0.5	-7	3
O=C(NCCCl)Nc1ccc(Cl)c([N+](=O)[O-])c1	-1.3	-2	-0.4	-0.8	0.3	0.3	-3	-5	1.1	-3	10
O=[N+]([O-])c1cc(C(F)(F)F)ccc1NN=C1CCCC1	-1.4	2	-0.6	-0.6	-0.2	1.1	-2	-1	0.0	6	3
O=C(/C=C/c1ccc(F)cc1)NC(=S)N1CCN(c2ccccn2)CC1	-0.9	3	0.8	-0.3	0.2	4.1	0	3	3.1	1	4
COc1cc2sc3ccc(-c4ccc(N(C)C)nc4)cc3c(=O)c2cc1OC	-0.3	5	-0.2	-0.2	.	.	2	1	7.8	-15	1
COc1ccc(S(=O)(=O)NCC2CCCN(C(=O)CSC)C2)cc1 (centres undefined)	-1.0	-2	2.5	-0.7	-1.0	-0.9	1	-5	-3.7	4	-1
O=C(CSc1nnc(COc2ccc3c(c2)CCCC3)o1)Nc1ccc(F)cc1	-2.0	3	-0.1	0.2	0.1	0.0	1	2	0.1	2	-11
COC(=O)c1ccc2nc(C)cc(Nc3ccc(N(C)C)cc3)c2c1	0.1	4	-0.4	0.6	-0.2	2.2	-10	18	-0.8	-7	9
COCCC(=O)N1CCC(Oc2ccc(C(=O)N(C)C3CCCCC3)cc2)CC1	-0.6	-2	0.0	0.0	0.5	3.1	4	5	-1.9	-6	2
O=C(O)c1cccc(-c2ccc(/C=N/Nc3ccc([N+](=O)[O-])cc3)o2)c1	-1.9	1	-0.6	0.7	1.0	1.4	-8	6	0.6	8	-40
O=C1NN(c2ccccc2)C(=O)C1=Cc1ccccc1	-1.5	-2	-0.2	1.6	0.6	0.0	6	19	-0.7	-7	-5
C=C(C)CSc1nc2nc(C)c(Br)cc2[nH]1	-1.7	5	-0.2	1.5	6.0*	7.2	-4	5	4.9	-1	-4
COc1ccc(S(=O)(=O)NC(=O)C2(C)CCN2C(=O)c2cccc(F)c2)cc1 (centres undefined)	-0.6	-6	-0.4	-0.3	.	-0.6	10	6	1.0	-16	1
CCN(CC)S(=O)(=O)c1cccc(C(=O)Nc2ccccc2)c1	-1.6	-1	-1.7	-1.4	-2.6	1.3	-5	-1	1.2	-3	-3
Cc1sc2ncnc(N3CCN(CCOc4ccc(Cl)cc4)CC3)c2c1C	-1.6	-6	-0.8	-1.8	-3.4	-5.6	0	9	-1.2	5	-4
CCCCN1CC(COCc2ccccc2)OCCS1(=O)=O (centres undefined)	-0.9	-7	2.2	1.2	1.6	0.8	5	4	-2.0	-15	8
CCOC(=O)c1c(/N=C/c2ccccc2O)sc2c1CCC2	-1.2	-2	-0.1	-0.6	-0.5	-1.4	-4	-5	-0.1	-24	-5
O=C(Nc1ccc(S(=O)(=O)Nc2nccs2)cc1)C1=NN(c2ccccc2)C(=O)CC1	1.2*	0	3.9	1.0	0.5	2.2	-6	-2	-1.1	-2	-23
N=C(N)N=Nc1c(O)[nH]c2ccc(Br)cc12	-1.1	0	0.1	-0.2	0.3	2.6	-2	6	-2.8	-3	9
COc1ccc(C(=O)C2CCCCC2=O)cc1 (centres undefined)	-1.3	-1	-0.7	-0.6	0.3	3.4	-2	6	2.9	3	5
CCCc1cc(=O)[nH]c(SCC(=O)N2CC3(C)CC2CC(C)(C)C3)n1 (centres undefined)	-1.5	-2	-0.1	-0.5	-0.2	-0.1	-3	-2	-2.2	3	-14
O=C(C[C@H]1C/C=C\CCCC(=O)OC[C@H]2CCCN2C1=O)NCCO	-1.5	-1	-0.7	-0.1	0.5	1.3	-4	-3	1.4	1	-5
COc1cccc(CN2CC(C(=O)NCCN3CCOCC3)CCC2=O)c1 (centres undefined)	-0.2	4	-1.4	0.1	-0.3	0.0	4	0	1.6	8	1
Cc1cc(C)c2c(C)[nH]nc2n1	0.8	-5	-0.2	-0.1	.	-0.5	4	-1	-0.9	-10	10
CCN=C1NC(CCc2ccccc2)C(C(=O)OC)=C(C)N1Cc1ccccc1C(F)(F)F (centres undefined)	-1.2	-1	-0.7	-0.8	.	.	-10	-8	-0.8	-5	-7
CCOC(=O)c1c(NC(=S)Nc2cccc(C)c2)sc2c1CC(C)(C)SC2	-0.4	-3	0.8	-0.5	-1.2	3.3	-1	2	-1.2	-36	9
Cc1onc(-c2ccccc2Cl)c1C(=O)Oc1cc(N)n(S(=O)(=O)c2ccc(F)cc2)n1	-1.4	-3	-0.5	-0.8	-0.1	1.2	-3	-3	-0.4	10	-23
COc1ccc(CCNc2cc(C)[nH]c(=O)c2)cc1OC	-1.1	0	1.6	0.0	1.6	-0.5	-4	4	2.1	4	-4
CCOc1ccc(CC(=O)N/N=C/c2cccnc2)cc1	-1.6	1	-0.3	-0.3	-1.6	-1.0	3	0	0.6	-6	-8
O=C1CN(C(=O)c2ccc(Br)o2)C(c2ccccc2)c2cc(Br)ccc2N1 (centres undefined)	-0.9	-7	1.0	-0.2	-0.4	0.3	-18	-24	-4.2	-3	13
CN(C)c1ccc(N2C(=NC(=O)c3ccccc3)SC3CS(=O)(=O)CC32)cc1 (centres undefined)	-1.2	1	-0.3	-2.5	0.1	0.3	-2	-2	-0.1	2	-3
Cc1ccc(NC(=O)c2ccc(CSc3nnc(-c4ccncc4)n3C)cc2)c(C)c1	-1.0	3	-1.3	0.1	0.0	-1.2	1	0	1.1	-4	0
CCCN1CCc2c(sc(NC(=O)C3CCN(S(=O)(=O)c4cccs4)CC3)c2C(N)=O)C1	-1.2	-2	-0.4	0.3	0.3	0.8	-3	-1	1.0	-50	-15
O=C(CCN=C1NS(=O)(=O)c2ccccc21)N1CCc2ccccc2C1	-1.3	0	0.0	2.4	-1.1	1.8	6	0	5.8	1	2
Cc1cc(NC(=O)/C=C\C(=O)O)c([N+](=O)[O-])cc1C	-1.2	-5	3.0	0.4	0.3	-2.0	1	1	2.2	6	0

Next section
SMILES	ssDAF12 agonist	SMARCA2 activ	hcDAF12 agonist	DAX1 inh-1	DAX1 inh-2	FXN GAA850 act	NPR2 activator	NPR1 activator	hgDAF-12 ag	ADAM10 inh	HGIII-sPLA2 inh
CCOc1ccc(N/C(N)=N/c2nc(C)cc(C)n2)cc1	-1.2	-1	-1.3	-0.5	-0.4	-2.0	-1	-6	-4.1	4	-3
COc1cc(OC)c(NC(=O)c2cncn2-c2ccc(F)cc2)cc1Cl	-1.2	-4	-0.5	-0.4	-0.5	-0.5	-14	-21	-0.9	-4	4
Cc1ccc(-c2ccc(=O)n(CC(=O)NCCN3CCCCC3C)n2)cc1 (centres undefined)	-1.3	1	1.1	1.4	-0.5	-1.7	2	1	1.5	-27	2
O=C(NCc1cccnc1)C1CCN(S(=O)(=O)c2cc([N+](=O)[O-])ccc2Cl)CC1	-0.9	-3	-2.1	-0.8	2.5	2.7	3	1	3.7	-3	9
Cc1cnc(C(=O)OCC(=O)N=c2sccn2Cc2ccccc2Cl)cn1	-0.3	-1	-2.2	1.2	1.1	1.8	0	1	-0.9	-14	5
